# UBC9 SUMO inh = inhibitors of in vitro SUMOylation cascade, primary screen, biochemical, HTRF, uHTS | SUMO-conjugating enzyme UBC9 (Homo sapiens), P63279 | HTRF SUMOylation assay, SAE1/SAE2 + UBC9 | inhibition, % at 35 µM | 290,000 compounds, 0.36% hits | AID 2006, 2009; in the data active = inhibition above about 50%, passing the limit was not always enough; note: strong numbers were not always called active
# Target sequence (P63279 whole entry, looked up): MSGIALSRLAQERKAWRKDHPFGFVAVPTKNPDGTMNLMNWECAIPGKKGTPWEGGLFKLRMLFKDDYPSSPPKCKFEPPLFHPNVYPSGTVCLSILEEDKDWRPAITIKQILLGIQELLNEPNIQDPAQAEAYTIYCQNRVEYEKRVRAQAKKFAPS
# MEKK2 mut-MEK5 = MEK5 binding signal on mutant MEKK2 PB1, primary screen, biochemical, multiplex bead flow cytometry, Alexa488-MEK5; 290,000 compounds, 0.35% hits; AID 1530, 2009; percent response, % at 10 µM; Alexa488-MEK5 binding to MEKK2 mutant; in the data active = percent response above about 24%, passing the limit was not always enough; note: inactives centre near 1; some results filed as inactive read as strong as hits
# MEKK2 WT-MEK5 = modulators of MEK5 binding to wildtype MEKK2, primary screen, biochemical, multiplex bead flow cytometry, Alexa488-MEK5; Mitogen-activated protein kinase kinase kinase 2 (Homo sapiens), Q9Y2U5; Alexa488-MEK5 binding to MEKK2 WT; actives lie on both sides; binding response (% of control), % at 10 µM; 290,000 compounds, 1.1% hits; in the data active = binding response below about 67% or above about 130%
# PfM18AAP inh = PfM18AAP inhibitors, malaria aminopeptidase, primary screen, biochemical, QFRET, recombinant enzyme. 290,000 compounds, 1.2% hits. M18 aspartyl aminopeptidase (Plasmodium falciparum 3D7). inhibition, % at 7.35 µM. AID 1822, 2009. H-Glu-NHMec fluorogenic cleavage;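 active = inhibition above the campaign mean inhibition over all tested compounds plus 3 SD, cut at about 28% in these data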;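 note: 0% = plate median of test compound wells and 100% = 2 mM ZnCl2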
# VIM-2 inhibitor = VIM-2 metallo-beta-lactamase inhibitors, primary screen, biochemical, epi-absorbance readout, Pseudomonas aeruginosa enzyme; 290,000 compounds, 0.89% hits; inhibition, % at 5.6 µM; purified VIM-2, nitrocefin hydrolysis, epi-absorbance fluorescence; AID 1527, 2009;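 active = inhibition above the mean of all tested compounds plus 3 SD, cutoff set per screening run, cut at about 7.5% in these data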;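 note: red hydrolysis product quenches plate fluorescence so inhibitors raise well fluorescence; 0% = enzyme with DMSO and 100% = DMSO without enzyme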
# FID counter = compounds displacing fluorescent DNA intercalator, primary screen, artefact control for HCV NS3 helicase inhibitor project, biochemical, FID fluorescence | DNA fluorescent intercalator displacement | inhibition, % at 7.9 µM | 290,000 compounds, 0.17% hits | AID 1845, 2009; in the data active = inhibition above about 37%;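 note: 0% = vehicle and 100% = reference compound; higher means more ethidium bromide displaced from hairpin DNA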
# NALP1 yeast inh = NALP1 inflammasome inhibitors in reconstituted yeast, colorimetric, S. cerevisiae, triplicate retest | S. cerevisiae NALP1/ASC/caspase-1 growth, X-gal OD620, 72 h | inhibition, % at 10 µM | 280,000 compounds, 0.61% hits | AID 2071, 2009; in the data active = inhibition mostly above about 24%, no sharp cut-off; inactive = mostly below about 32%; note: some compounds called inactive have numbers as strong as hits
# HCV NS3 hel inh = inhibitors of HCV NS3 helicase, primary screen, biochemical, Cy5 molecular beacon fluorescence | Hepatitis C virus NS3 helicase | inhibition, % at 10.9 µM | 290,000 compounds, 0.56% hits | NS3 helicase DNA unwinding;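 active = inhibition above the mean of all tested compounds plus 3 SD, set per campaign, cut at about 35% in these data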;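 note: 0% = DMSO wells and 100% = thioflavine S control wells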
#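 Assay system – hepatitis C virus NS3 helicase domain fragment enzyme · Buffer or medium – MOPS pH 6.5, MgCl2, DTT, Tween20, BSA · Reagent – Cy5/quencher beacon DNA duplex and ATP to start · Compound – single 10.9 µM dose · Timing – 1 h at 25 °C · Technique – Cy5 beacon fluorescence read at start and 1 h · Measure – % inhibition of unwinding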
# IMP-1 inhibitor = IMP-1 metallo-beta-lactamase inhibitors, primary screen, biochemical, epi-absorbance readout, Pseudomonas aeruginosa enzyme; metallo-beta-lactamase IMP-1 (Pseudomonas aeruginosa); purified IMP-1, nitrocefin hydrolysis, epi-absorbance fluorescence; inhibition, % at 5.6 µM; 290,000 compounds, 0.45% hits; AID 1556, 2009;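 active = inhibition above the mean plus 3 SD of all compounds in the same screening run, cut at about 4.5% in these data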;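 note: 0% = IMP-1 with DMSO and 100% = DMSO wells lacking enzyme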
#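 Assay system: purified IMP-1; Quantity: IMP-1 0.2 nM before substrate addition; Medium: HEPES buffer pH 7.1 with ZnSO4 and Brij 35; Incubation: 15 min enzyme–compound preincubation, then 25 min nitrocefin reaction, 25 °C; Signal: fluorescence quenching readout, ex 480/em 530 nm; Controls: DMSO with and without IMP-1; Repeats: singlicate testing.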
# * marks the source's active call; other numbers are inactive results; . = no result given; [ ] = another dose, or the depositor's remark.
SMILES,UBC9 SUMO inh,MEKK2 mut-MEK5,MEKK2 WT-MEK5,PfM18AAP inh,VIM-2 inhibitor,FID counter,NALP1 yeast inh,HCV NS3 hel inh,IMP-1 inhibitor
CCCCNC(=O)CC1N=C2c3ccccc3N=C(SCC(=O)Nc3cccc(C)c3)N2C1=O (centres undefined),-23,-4,98,-11,-0.5,-32,16,3,-1.1
CCCCCOCC1CC(C/C(C)=N/NC(N)=S)C(=O)O1 (centres undefined),3,6,108,16,-4.4,-1,20,19,-2.8
O=C(CSc1nc2ccccc2c(=O)n1Cc1ccco1)Nc1cccc(O)c1,10,0,97,-6,-3.4,-15,5,-1,-5.0
Cc1cccc(NC(=O)COC(=O)c2ccccn2)c1,12,4,103,-6,-0.4,-8,9,7,-1.7
CC(C)[C@H](NC(=O)c1ccco1)C(=O)NCc1ccccc1,20,5,103,-5,-3.0,-7,10,7,-2.4
N#CC(C(=O)Nc1ccc(Cl)c(Cl)c1)=C1Nc2ccccc2N1,25,1,104,-8,-3.1,-4,12,0,-5.2
Cc1nn(C)cc1CNC(=O)c1cnn2c1NC(c1ccc(Br)cc1)CC2C(F)(F)F (centres undefined),0,2,103,-7,-3.4,-33,-3,-7,-2.4
Cc1ccc2c(C)nc(Nc3nc(CSc4nnnn4-c4ccccc4)cc(=O)[nH]3)nc2c1,6,.,.,1,-1.6,-8,40,-3,-3.1
COc1ccc(/C=C(\NC(=O)c2ccccc2)C(=O)NCCC(=O)O)cc1,15,-1,96,-5,-1.6,-7,8,4,-4.6
Cc1ccc(CN2CCN(CC(=O)NC(C)c3ccc4c(c3)OCCO4)C2=O)cc1 (centres undefined),8,0,105,-7,-1.7,-31,6,-2,-6.2
CCOC(=O)N1CCC(NC(=O)c2cc(C(=O)Nc3cccc(C(F)(F)F)c3)ccc2CO)CC1,5,1,117,2,-4.3,-37,-4,-11,-1.3
CCN(CC)S(=O)(=O)c1ccc2oc(C(=O)NCCCN3CCOCC3)c(C)c2c1,16,-4,94,-14,0.4,3,27,7,-4.5
O=C(c1cccnc1)N1CCN(c2ccccc2Cl)CC1,5,2,93,-1,0.6,-7,-42,6,-1.8
Cc1onc(-c2ccccc2)c1C(=O)Nc1ccccc1C#N,3,2,109,1,-1.8,-1,-18,2,-4.2
CCOc1cc(C)c(Cl)cc1S(=O)(=O)N(C)C,2,-9,92,-1,-0.8,2,-15,-6,-1.5
CC(C)(C)c1cc(C(=O)CCN2CCOCC2)cc(C(C)(C)C)c1O,5,7,107,-8,-3.0,-11,19,-7,-2.7
CCOP(=O)(OCC)c1nc(-c2ccc(F)cc2)oc1NCc1ccccc1,4,0,101,-3,-2.3,-28,-6,0,-2.1
CCOC(=O)c1ccccc1NC(=O)Cc1c(C(=O)O)n(C)c2ccccc12,19,4,98,0,0.2,-15,-6,11,-2.6
COc1ccc(-c2[nH]ncc2CNCCn2cccn2)c(F)c1,-4,8,110,1,-3.1,-3,12,-2,-2.1
CCCOc1ccc(C(O)(CCC)CCN2CCCCC2)cc1 (centres undefined),-1,2,104,-3,-4.6,11,30,0,-2.8
CC(/C=N/NC(=O)c1ccccn1)=C\c1ccco1,-9,-2,99,12,-2.0,-15,-3,4,-4.4
CC1CCN(Cc2nnnn2CCCC(=O)N(C)C(C)c2ccccn2)CC1 (centres undefined),-11,3,99,-7,-3.5,-28,7,10,-3.1
CCCSc1nc(C)c(C(C)=O)cc1C#N,-5,8,107,-9,-2.3,-3,10,2,-1.3
O=C1C(Cc2c[nH]c3ccccc23)NC(=S)N1C1CCCCC1 (centres undefined),-9,-12,83,-2,-1.5,-2,0,-14,-2.1
O=C(NCc1nnc(SCC(=O)N2CCN(c3ccccc3)CC2)o1)c1c(F)cccc1Cl,20,-8,96,4,-2.0,-34,10,3,-3.3
Cc1csc(NC(=O)CSc2nnc(-c3ccc(Cl)cc3)n2N)n1,8,2,104,3,-1.8,-14,13,-1,-3.0
CCOC(=O)CS(=O)(=O)c1ccc(O)cc1,10,2,106,2,-2.8,-2,23,0,-3.6
CCOC(=O)c1c(-c2ccco2)csc1N,-5,-17,77,21,-0.6,-1,18,20,0.0
COc1cc(/C=N/N2CCN(c3ccccc3)CC2)ccc1OC(C)=O,4,12,102,1,-1.2,-35,-10,-6,-2.9
Cc1ccc(-c2ccc(/C=N/O)o2)cc1[N+](=O)[O-],1,-6,94,5,-1.3,5,10,6,-2.2
CCOc1ccc2nc(N3CCC(C(=O)N4CCN(c5ccccn5)CC4)CC3)sc2c1,-16,-7,88,5,-1.4,-31,39,-8,-3.4
Cc1ccc(C)c(NC(=O)CN(C)C(=O)c2cc(S(=O)(=O)N3CCOCC3)ccc2N2CCCC2)c1,23,6,109,4,-4.0,-36,3,0,-2.5
CCCCN(CC)CCNC(=O)c1cc2c(=O)n(CC)c3ccccc3c2s1,-5,8,121,1,14*,19,11,-14,-1.6
COc1cc(CN2CCN(c3ccccc3F)CC2)c([N+](=O)[O-])cc1OC,17,-3,97,11,-2.3,-2,43,-2,-3.2
COC(=O)c1ccc(C(C(=O)NC2CCCCC2)N(C(=O)Cc2cccs2)C2CC2)cc1 (centres undefined),-9,-4,96,2,-0.9,-8,11,-5,-3.0
Cc1ccc(OCCn2c(NC(=O)c3ccco3)nc3ccccc32)cc1,40,0,98,6,-3.0,5,18,10,-0.8
CNc1nnc(-c2cc3cc(Cl)ccc3oc2=O)s1,43,3,105,13,-0.8,-1,7,2,-4.8
O=C(NCc1ccccc1)c1onc(CSc2nc3ccccc3[nH]2)c1C(=O)NCc1ccccc1,1,-10,87,-1,-1.4,-17,36,-22,-2.7
O=C(C1CC1)n1cc(C(=S)N2CCOCC2)c2ccccc21,-2,5,99,12,1.0,-7,13,-2,-2.7
O=S(=O)(Nc1ncnc2sc3c(c12)CCC3)c1ccc(Cl)s1,1,3,104,6,-0.3,-29,23,23,-1.3
COC(=O)c1sccc1NN1C(=O)c2ccccc2C1=O,7,7,113,9,-1.0,-1,3,-3,-4.0
Cc1ccc(OCC(=O)NNc2c3ccccc3nc3ccccc23)cc1,10,-1,103,-5,-0.6,-6,29,-11,-3.9
COc1ccccc1NC(=O)C(C)NS(=O)(=O)c1ccc(Cl)cc1 (centres undefined),-34,0,103,13,-0.7,-2,5,2,-1.5
CSCCC(C(=O)OCC(=O)c1ccc(C)c(C)c1)N1C(=O)c2cc(Cl)c(Cl)cc2C1=O (centres undefined),-2,-15,2.0*[inhibitor],-2,-2.7,-10,15,-1,0.5
Cc1cc(=O)oc2cc(OC(=O)CCCCCN3C(=O)c4ccccc4C3=O)ccc12,21,13,99,-9,-0.7,-7,14,1,-3.2
O=C(C1CC(c2ccc(F)cc2)=NO1)N1CCN(c2ccccc2)CC1 (centres undefined),27,4,106,6,1.4,-4,-1,-7,-2.3
Cc1ccc(-n2nnc3c(SCC(=O)NCc4ccco4)ncnc32)cc1,14,-4,101,-9,-0.4,-11,17,14,1.5
Fc1ccc(-n2c(-c3ccco3)nc3nc4ccccc4nc32)cc1,26,-1,101,0,-1.6,-3,-6,8,-1.0
CN(CC(=O)Nc1ccccc1Br)C(=O)CCc1ccccc1,-5,9,101,-1,-2.3,-14,14,1,-1.6
CCCCCCOc1ccc(N2C(=O)CC(NCCc3ccc(S(N)(=O)=O)cc3)C2=O)cc1 (centres undefined),11,-2,100,2,-1.9,-14,9,3,-1.7

# Additional compounds
SMILES,UBC9 SUMO inh,MEKK2 mut-MEK5,MEKK2 WT-MEK5,PfM18AAP inh,VIM-2 inhibitor,FID counter,NALP1 yeast inh,HCV NS3 hel inh,IMP-1 inhibitor
CCCCNc1cc(Cl)nc(N)n1,12,-21,89,-10,0.1,-5,10,3,-1.2
Cc1cc(C)c(C#N)c(SCc2ccc3c(c2)OCO3)n1,9,1,101,4,1.8,-5,21,-6,-3.3
CCc1ccc(N2CC(C(=O)N/N=C/c3ccccc3OC)CC2=O)cc1 (centres undefined),-8,-2,98,4,-2.3,-38,0,-6,-3.5
COC(=O)Nc1nnc(Cc2ccccc2)s1,13,1,104,-9,-1.5,-6,39,8,-5.5
CCc1nc2ccccc2n1CC(O)COCC1CC=CCC1 (centres undefined),1,1,105,4,-2.5,-14,-2,0,-2.5
Nc1c(C(=O)c2ccccc2)sc2snc(SCC(=O)c3ccccc3)c12,20,11,106,31*,-0.3,3,12,21,0.2

# Molecules above that have fluorine, in the order listed:
SMILES,UBC9 SUMO inh,MEKK2 mut-MEK5,MEKK2 WT-MEK5,PfM18AAP inh,VIM-2 inhibitor,FID counter,NALP1 yeast inh,HCV NS3 hel inh,IMP-1 inhibitor
Cc1nn(C)cc1CNC(=O)c1cnn2c1NC(c1ccc(Br)cc1)CC2C(F)(F)F (centres undefined),0,2,103,-7,-3.4,-33,-3,-7,-2.4
CCOC(=O)N1CCC(NC(=O)c2cc(C(=O)Nc3cccc(C(F)(F)F)c3)ccc2CO)CC1,5,1,117,2,-4.3,-37,-4,-11,-1.3
CCOP(=O)(OCC)c1nc(-c2ccc(F)cc2)oc1NCc1ccccc1,4,0,101,-3,-2.3,-28,-6,0,-2.1
COc1ccc(-c2[nH]ncc2CNCCn2cccn2)c(F)c1,-4,8,110,1,-3.1,-3,12,-2,-2.1
O=C(NCc1nnc(SCC(=O)N2CCN(c3ccccc3)CC2)o1)c1c(F)cccc1Cl,20,-8,96,4,-2.0,-34,10,3,-3.3
COc1cc(CN2CCN(c3ccccc3F)CC2)c([N+](=O)[O-])cc1OC,17,-3,97,11,-2.3,-2,43,-2,-3.2
O=C(C1CC(c2ccc(F)cc2)=NO1)N1CCN(c2ccccc2)CC1 (centres undefined),27,4,106,6,1.4,-4,-1,-7,-2.3
Fc1ccc(-n2c(-c3ccco3)nc3nc4ccccc4nc32)cc1,26,-1,101,0,-1.6,-3,-6,8,-1.0
